RGS4-Gao reg = modulates binding of RGS4 to human Galphao; P09471; Multiplexed bead flow cytometry; actives lie on both sides; binding response (% of control), % at 10 µM; actives 0.33% (n = 220,000); AID 1415; in the data active means binding response below about 49% or above about 150%; inactive means in between;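 further: fluorescent Galphao activated with aluminum fluoride binding bead-coupled RGS4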
Bim-Bfl-1 = disrupts Bim binding to human Bfl-1 | Q16548 | Bead-based flow cytometry, Bim-Bfl-1 binding inhibition | inhibition, % at 10 µM | actives 0.12% (n = 190,000) | AID 1008;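 further: 0% = wells without compound plus tracer and 100% = blocker peptide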
GSH fluor = GSH bead compound fluorescence profile; GSH beads flow cytometry, compound fluorescence 488/530 nm; active compounds read high; fluorescence (KMESF) at 10 µM; actives 0.25% (n = 190,000); in the data active means fluorescence above about 89;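 further: glutathione beads carrying GST-tagged Bcl family fusion proteins plus one bare bead set; values are compound well signal with DMSO vehicle wells as background; inactives centre near 16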
RGS7-Gao = human RGS7-Galphao interaction regulation; Multiplexed bead flow cytometry, RGS7-Galphao binding; actives lie on both sides; binding response (% of control), % at 10 µM; actives 0.35% (n = 220,000); P09471; in the data active means binding response below about 49% or above about 150%; inconclusive means no clear call, values can overlap the other calls; inactive means in between;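 further: fluorescent Galphao held in activated GDP-AlF4 state binding bead-coupled RGS7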
Bim-Bcl-B = inhibitors of Bim-Bcl-B interaction, human; AID 951; inhibition, % at 10 µM; bead-based flow cytometry, Bim peptide-Bcl-B binding; actives 0.073% (n = 190,000);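 further: 0% = tracer peptide without compound and 100% = reference inhibitor peptide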
Target sequence (Q9HD36 whole entry, looked up): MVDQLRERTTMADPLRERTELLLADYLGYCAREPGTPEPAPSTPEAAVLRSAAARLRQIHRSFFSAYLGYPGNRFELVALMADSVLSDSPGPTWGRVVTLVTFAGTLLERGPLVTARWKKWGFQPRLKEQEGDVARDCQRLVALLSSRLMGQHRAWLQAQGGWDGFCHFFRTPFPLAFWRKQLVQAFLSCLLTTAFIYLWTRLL
Bim-Bcl-W = inhibitors of Bim-Bcl-W interaction, human. Q92843. bead-based flow cytometry, Bim peptide-Bcl-W binding. inhibition, % at 10 µM. actives 0.02% (n = 190,000). AID 952;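 further: 0% = bound tracer without compound and 100% = peptide blocker; higher means less fluorescent Bim peptide bound to Bcl-W beads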
Target sequence (Q92843 whole entry, looked up): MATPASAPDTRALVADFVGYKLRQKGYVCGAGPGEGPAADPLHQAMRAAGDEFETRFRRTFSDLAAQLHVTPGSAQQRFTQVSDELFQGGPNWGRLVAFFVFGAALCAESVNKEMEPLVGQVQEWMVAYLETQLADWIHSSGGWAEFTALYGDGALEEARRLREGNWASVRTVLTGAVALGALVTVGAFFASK
Bcl-XL Bim block = inhibitors of Bim-Bcl-XL interaction, human. Q07817. actives 0.04% (n = 190,000). Bim peptide-Bcl-XL binding, bead flow cytometry, fluorescence. AID 1007. inhibition, % at 10 µM
ABCG2 block = human ABCG2 inhibition, ABCB1 as counter-screen. AID 1325. inhibition, % at 6.6 µM. IgMXP3 cells, JC-1 efflux, flow cytometry. actives 0.1% (n = 190,000);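 active means inhibition above 80%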;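 further: 0% = DMSO and 100% = nicardipine control wells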
Target sequence (Q9UNQ0 whole entry, looked up): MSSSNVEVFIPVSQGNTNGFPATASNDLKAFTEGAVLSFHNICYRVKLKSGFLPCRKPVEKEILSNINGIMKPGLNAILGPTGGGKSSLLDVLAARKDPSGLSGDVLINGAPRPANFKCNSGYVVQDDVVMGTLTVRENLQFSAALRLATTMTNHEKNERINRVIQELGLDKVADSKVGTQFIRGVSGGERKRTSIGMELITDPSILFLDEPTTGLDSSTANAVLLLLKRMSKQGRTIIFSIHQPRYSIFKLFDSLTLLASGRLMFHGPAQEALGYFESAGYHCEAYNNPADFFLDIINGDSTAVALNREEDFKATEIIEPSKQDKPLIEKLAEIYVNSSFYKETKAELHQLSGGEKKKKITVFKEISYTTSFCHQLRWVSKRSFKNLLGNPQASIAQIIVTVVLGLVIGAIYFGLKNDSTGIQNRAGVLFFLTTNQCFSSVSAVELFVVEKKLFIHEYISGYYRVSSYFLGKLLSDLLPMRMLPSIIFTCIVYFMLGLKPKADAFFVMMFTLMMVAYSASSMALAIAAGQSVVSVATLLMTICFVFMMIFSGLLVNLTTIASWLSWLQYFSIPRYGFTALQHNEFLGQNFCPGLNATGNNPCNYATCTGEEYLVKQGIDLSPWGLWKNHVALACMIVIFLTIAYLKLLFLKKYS
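Times: 10 min at 25 °C | Test system: Two drug-resistant human cell lines, ABCG2 and ABCB1 | Quantity: 3 million cells/mL final, two lines in 1:1 ratio | Signal: Flow cytometry, 530 nm JC-1 signal | Dosing: Compound at 6.6 µM | Controls: Nicardipine and DMSO wells | Reagent: JC-1 as fluorescent efflux pump substrate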
Bcl-2 Bim block = disrupts Bim peptide binding to human Bcl-2. Bead-based flow cytometry, Bim peptide-Bcl-2 binding. actives 0.06% (n = 190,000). P10415. AID 950. inhibition, % at 10 µM; in the data active means inhibition above about 40%; inconclusive means no clear call, values can overlap the other calls;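 further: 0% = no compound wells with probe peptide and 100% = reference peptide inhibitor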
ABCB1 block = blocks JC-1 efflux by human ABCB1 transporter. inhibition, % at 6.6 µM. CCRF-Adr cells, flow cytometry. actives 0.067% (n = 190,000); in the data active means inhibition above about 40%;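 further: 0% = vehicle and 100% = reference inhibitor; higher value means more JC-1 retained so stronger ABCB1 efflux block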
Avidin fluor = avidin bead compound fluorescence profile; Avidin beads, compound fluorescence 488/530 nm, flow cytometry; active compounds read high; fluorescence (KMESF) at 10 µM; actives 0.38% (n = 220,000); in the data active means fluorescence above about 47; further: inactives centre near 10
Active calls of the source: *; ? = inconclusive; / = not tested or not shown. Unless noted, no stated cut-off is given here; in the data, active means inhibition above about 40%. Compounds as they come; about 1.3% have a hit in one of these screens.

Every second line gives: RGS4-Gao reg	Bim-Bfl-1	GSH fluor	RGS7-Gao	Bim-Bcl-B	Bim-Bcl-W	Bcl-XL Bim block	ABCG2 block	Bcl-2 Bim block	ABCB1 block	Avidin fluor
> CN1CCN(c2ccccc2NC(=O)c2cccc(OCc3ccccc3)c2)CC1
 : 96	-12	32	94	-5	0	0	14	-7	18	11
> CC(C)C(NC(=O)c1ccc(C(C)(C)C)cc1)C(=O)NCCc1ccccn1 (stereo unspecified)
 : 105	0	9	?	3	0	0	-1	-1	2.5	9
> Cc1cc(C)n2nc(C(F)(F)F)c(-c3ccccc3)c2n1
 : 96	5	12	91	2	8	2	4	0	1.3	5
> CC(=N)C1=C(O)CC(C)(C)CC1=O
 : 103	-8	58	103	-8	-1	-9	-1	-9	-0.3	11
> CCN(CC)c1nc2nonc2nc1N(CC)CC
 : 98	-8	49	100	-2	-2	-3	1	-4	0.2	35
> Cc1ccc(OCCN(C)C)c([N+](=O)[O-])c1
 : 101	-1	21	99	-2	-1	0	4	-2	1.4	13
> Cc1cc(NC(=O)CSc2nnc(-c3ccccc3)o2)no1
 : 105	-1	13	103	-2	-1	-2	2	-3	0.0	8
> CC1CCN(CC(=O)NCCc2ccc(F)cc2)CC1
 : 100	-9	13	104	-7	-3	-6	1	-3	0.6	17
> CCCC(=O)Nc1cccn(Cc2ccccc2Br)c1=O
 : /	-4	39	/	-5	3	-2	0	-6	0.1	/
> CC(NC(=O)Nc1cccnc1)(C(F)(F)F)C(F)(F)F
 : 101	-10	43	98	-7	2	6	4	-6	1.0	8
> COc1ccc(C)cc1NC(=O)COC(=O)c1c(C)noc1C
 : 99	-2	17	97	-1	-2	-3	2	-5	0.5	36
> CCN(CC)C(=O)CN(c1cccc(Br)c1)S(C)(=O)=O
 : 99	-8	16	94	-8	-2	-2	0	-8	-0.1	12
> CCNC(=O)c1ccc(C23CC4CC(CC(C4)C2)C3)o1
 : 101	-6	16	?	0	0	-3	20	-2	0.1	9
> Cc1ccccc1NC(=O)c1ocnc1C
 : 103	-8	17	97	-14	-8	-9	1	-11	0.2	24
> COc1ccc(NC(=O)c2ccccc2CC[N+](=O)[O-])cc1
 : 103	-4	10	119	-2	0	-1	7	-3	0.2	26
> CN(C)S(=O)(=O)c1ccc(C(=O)NCc2nnc(SCC(=O)Nc3ccc(F)cc3)n2-c2ccc(F)cc2)cc1
 : 97	0	9	100	-5	-3	-4	2	-4	0.5	5
> Oc1ccc(CN2CCCc3ccccc32)c2cccnc12
 : 99	-3	11	89	0	2	-2	-6	-4	-6.6	9
> Nc1nonc1C(=O)NCCNc1ncccc1[N+](=O)[O-]
 : 103	-4	15	102	-4	-2	-2	1	-2	0.1	13
> CC(=O)c1sc(N/N=C/c2cccc(O)c2)nc1C
 : 101	0	16	103	0	2	2	1	-1	0.8	6
> COc1ccc2c(c1)CC/C(=C\C=C\c1ccccc1)C2=O
 : 100	3	14	106	-44	-2	2	-3	6	-0.9	6
> C/C(=C\C(=O)O)C(=O)Nc1nccs1
 : 99	3	26	101	-4	0	1	1	2	0.5	6
> Cc1cccc(C(=O)NCc2nnc(SCC(=O)NC(C)c3ccccc3)n2C)c1 (stereo unspecified)
 : 88	1	10	87	-2	-1	-4	6	1	1.0	6
> N#Cc1ccc(-c2cccnc2)nc1SCc1ccc(Cl)cc1Cl
 : 105	-16	16	101	-12	-2	-6	12	-9	2.1	21
> CCCOc1ccc(Cc2c(COCC)[nH]c(=S)[nH]c2=O)cc1
 : 100	-3	14	103	-9	-2	-4	3	0	0.9	13
> COC(=O)CN(c1cc(C(F)(F)F)ccc1Cl)S(C)(=O)=O
 : 91	-4	25	92	-4	-4	-6	5	-13	-0.7	22
> CCc1c(C)nc2ncnn2c1N1CCCC(C(=O)NCc2ccco2)C1 (stereo unspecified)
 : 93	-14	34	84	-11	-1	-2	5	-9	0.8	9
> CCOc1ccc(CN2CCN(Cc3ccsc3)C(CCO)C2)cc1CO (stereo unspecified)
 : 103	-7	13	103	0	-1	-2	1	-3	0.3	10
> CCOC(=O)c1c(C)[nH]c(C)c1C(=O)COC(=O)c1c(OC)cccc1OC
 : 100	-2	11	103	-3	0	-3	30	-1	1.8	5
> COc1ccccc1CNC(=O)c1ccc(SC)cc1OC
 : 98	-1	34	101	3	1	6	6	0	0.2	10
> O=C(Cn1cnc2c(nnn2-c2ccc(F)cc2)c1=O)N1CCCC1
 : 97	0	19	95	1	0	0	-4	4	-0.8	17
> N#C/C(=C\c1cccs1)c1nc2ccccc2[nH]1
 : 101	1	6	104	-1	-2	-2	1	0	0.1	12
> CCC(=O)Nc1ccc(NC(=O)CN2CCCC(C)C2)c(Cl)c1 (stereo unspecified)
 : 93	0	11	94	-3	0	-4	2	-2	0.7	23
> Cc1ccc(S(=O)(=O)n2cc(-c3ccccc3)c(N)n2)cc1
 : 107	-15	53	103	-6	2	-6	2	-10	0.5	6
> CN(C)S(=O)(=O)c1cccc(NC(=O)c2ccncc2)c1
 : 100	0	4	101	0	-2	-2	3	-2	0.8	0
> COc1ccc(-c2ccc(SCC(=O)NCc3ccc4c(c3)OCO4)nn2)cc1OC
 : 107	-1	9	103	-2	-10	-14	1	0	0.3	24
> COc1ccccc1OCC(=O)Nc1ccc(S(=O)(=O)Nc2nc(C)cc(C)n2)cc1
 : 101	-8	11	102	-8	0	-4	3	-6	0.3	9
> COc1ccc(S(=O)(=O)N2CCC(N3CCCCC3)CC2)cc1
 : 98	3	16	101	0	-1	-1	0	0	0.2	15
> COCCSc1ccccc1C(=O)Nc1ccc([N+](=O)[O-])cc1OC
 : 99	-7	15	?	-7	-3	-4	23	-7	0.1	10
> Cc1cc(C(=O)NC(C)c2ccncc2)cs1 (stereo unspecified)
 : 101	-21	29	99	-7	-2	-9	0	-12	-0.2	11
> CC(C)NC(=O)c1ccccc1S(=O)(=O)c1ccccc1C#N
 : 94	-2	11	94	-1	-4	0	0	-2	0.1	33

Look-ups from the entries so far.
COCCSc1ccccc1C(=O)Nc1ccc([N+](=O)[O-])cc1OC – ABCB1 block = 0.1
O=C(Cn1cnc2c(nnn2-c2ccc(F)cc2)c1=O)N1CCCC1 – Bcl-2 Bim block = 4
N#Cc1ccc(-c2cccnc2)nc1SCc1ccc(Cl)cc1Cl – Bim-Bfl-1 = -16

Continuation.
Every second line gives: RGS4-Gao reg	Bim-Bfl-1	GSH fluor	RGS7-Gao	Bim-Bcl-B	Bim-Bcl-W	Bcl-XL Bim block	ABCG2 block	Bcl-2 Bim block	ABCB1 block	Avidin fluor
> CCc1cc2cc(C(=O)N3CCN(c4ccccc4)CC3)sc2s1
 : 101	-9	48	100	-6	4	-8	0	-7	-0.1	9
> CCN(c1ccc(NC(=O)CN2C(=O)NC3(CCOc4ccccc43)C2=O)cc1)C(C)C (stereo unspecified)
 : 103	-8	5	102	-9	3	-2	0	2	0.1	8
> CCN(C(=O)c1ccc(NC(C)=O)cc1)c1ccccc1C
 : 99	-9	48	100	-7	3	0	0	-8	0.1	8
> CCCCn1c(O)c(N=NC(=O)c2ccncc2)c2cc(Br)ccc21
 : 104	-11	10	104	-6	-4	-6	12	-5	1.1	10
> c1cncc(-c2ccnc3ncnn23)c1
 : 103	-2	10	103	-3	-2	-2	3	-2	0.6	5
> Cc1ccc(C2CC(C(F)(F)F)n3nc(C(=O)NCc4c(C)nn(C)c4C)c(Cl)c3N2)cc1 (stereo unspecified)
 : 100	-4	9	98	-2	-2	-3	5	-9	1.0	39
> O=C(Nc1nc(-c2cc3ccccc3oc2=O)cs1)c1ccco1
 : 101	-11	16	105	-7	0	-4	-2	-13	-1.3	8
> COC(=O)CCC(=O)Nc1sc(C)c(C)c1C(N)=O
 : /	1	44	/	0	-2	15	3	-1	-0.3	/
> O=C(O)c1ccc(S(=O)(=O)c2ccc3c(c2)C(=O)N(CC2CCCO2)C3=O)cc1 (stereo unspecified)
 : 103	-10	48	101	-5	4	4	0	-5	-0.2	14
> Cc1cc2ncn(CC(O)COc3cccc(C(=O)O)c3)c2cc1C (stereo unspecified)
 : 102	0	21	103	-2	0	-1	4	0	1.1	8
> CC1=NC(C)(C)Cc2ccccc21
 : 99	0	19	104	-2	-3	0	1	0	0.4	39
> CCOc1ccc(Br)cc1S(=O)(=O)Nc1ccc(Cl)c(S(=O)(=O)N(CC)c2ccccc2)c1
 : 100	-1	5	99	0	-3	-2	0	-2	0.2	1
> Cc1[nH]n(-c2ccc([N+](=O)[O-])cc2)c(=O)c1C=NCCN1CCN(C(=O)c2ccccc2F)CC1
 : 88	-1	27	92	-6	0	-5	15	-1	1.6	11
> COc1ccccc1NC(=O)COc1ccccc1C(=O)c1cnn(-c2ccccc2)c1
 : 104	-4	12	103	-3	-3	-5	28	-3	3.8	11
> CCCCNC(=O)c1ccc(Cn2c(=S)[nH]c3c([nH]c4ccc(OC)cc43)c2=O)cc1
 : 101	-14	18	101	-17	-10	-10	-4	-10	-1.3	7
> CCOC(=O)C1(CCOc2ccccc2)CCN(Cc2cnc(SC)nc2)CC1
 : 93	-7	11	106	-1	-4	-1	4	-3	1.3	14
> CCC(=Nc1ccc(Cc2ccncc2)cc1)c1c(O)n(C)c(=O)n(C)c1=O
 : 101	-16	23	102	-10	-1	-5	3	-9	0.5	10
> CCOC(=O)N1CCN(c2c(NCCOC)c(=O)c2=O)CC1
 : 100	-10	18	102	-2	0	-3	0	-4	0.3	6
> Cc1[nH]c(=O)[nH]c(=O)c1S(=O)(=O)N1CCCC1
 : 99	-12	15	95	-6	0	-3	0	-13	0.2	9
> COn1c(SCc2ccccc2)nc2ccccc2c1=O
 : 94	0	9	94	0	2	0	2	0	0.1	17
> CN1C(=O)/C(=C/c2ccccc2OCc2ccccc2F)NC1=S
 : 99	0	9	107	-1	0	0	0	-1	-0.5	27
> CCOC(=O)C1(Cc2ccccc2C(F)(F)F)CCN(C2CCN(C(C)=O)CC2)CC1
 : 102	-7	16	100	-6	-3	-5	1	-6	1.1	8
> NC(=O)C1(N2CCCCC2)CCN(C(=S)NCCc2ccccc2)CC1
 : 107	-10	8	108	-7	-1	-3	7	-1	1.1	24
> O=C(CN1CCCCCC1)Nc1cc(C(F)(F)F)ccc1Cl
 : 100	-3	11	97	1	-1	-1	-1	2	-0.3	5
> CCOC(=O)N1CCN(C(=O)C2CCCCC2)CC1
 : 97	0	21	98	0	-1	0	0	1	0.1	14
> Cc1ccc(C2=NN(C(=O)C3CCCO3)C(c3ccco3)C2)cc1 (stereo unspecified)
 : 103	-3	14	97	-7	0	-4	1	-7	0.4	10
> Brc1ccc(C2=CC(c3ccco3)n3ncnc3N2)cc1 (stereo unspecified)
 : 103	-14	24	99	-9	-3	-4	12	-8	0.4	11
> COc1ccccc1-c1nnc2n1N=C(C)CS2
 : 102	-9	57	104	-8	1	-12	1	-7	0.1	5
> Cc1cc(C)n2nc(C(=O)NC(C)(C)C)nc2n1
 : 101	-17	30	103	-5	1	1	0	-9	0.1	10
